TAG inh: inhibitors of triacylglycerol accumulation, primary screen, cell-based, uHTS, fluorescence, H9c2. 230,000 compounds, 0.66% hits. inhibition, % at 12.5 µM. AID 651582, 2012. H9c2 cells, Nile Red lipid (TAG) fluorescence; cells loaded with 200 µM oleic acid;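 active = pattern-corrected inhibition of lipid staining of at least 50% with the nuclear-stain viability signal not falling by more than 50%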;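 also: 0% = DMSO wells and 100% = triacsin C control wells; some results filed as inactive read as strong as hits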
TAG inh DAPI viability: recorded beside TAG inh, whose call it bears; DAPI nuclei signal change (viability), lower = more cytotoxic, %;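 whole-well DAPI fluorescence read on a plate reader as a viability signal; minus 50 percent equals half of cells still viable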
* marks the source's active call; other numbers are inactive results. Not all compounds are listed (hit frequency here may not be typical).

No. | structure | TAG inh | TAG inh DAPI viability
1 | CCc1ccc(C2=NN(CCC(=O)N3CCC4(CC3)OCCO4)C(=O)CC2)cc1 | 3 | 8
2 | COc1ccc(/C=C/C=C2C(=O)NC(=S)NC2=O)cc1 | -7 | 2
3 | COc1ccc(NC(=O)CN(C)C(=O)CSC(c2ccccc2)c2ccccc2)cc1 | -9 | -8
4 | Nc1c(C(=O)NC2CCCC2)c2nc3ccccc3nc2n1CC1CCCO1 (stereo not given) | 38 | 63
5 | OC(CCNCCc1c[nH]c2ccccc12)C(F)(F)F (stereo not given) | -5 | 9
6 | Cc1cccc(NP2(=O)NCCCN2)c1 | -8 | 2
7 | CNC(C(=O)c1ccccc1)C(OC(C)=O)c1cccc([N+](=O)[O-])c1 (stereo not given) | 1 | 0
8 | O=C(Nc1ccc(OC(=O)N2CCCCC2)cc1)N1CCOCC1 | 2 | 8
9 | CCC(=NC1CCN(Cc2ccccc2)CC1)c1c(O)[nH]c(=O)[nH]c1=O | -1 | -2
10 | COc1ccccc1C1C([N+](=O)[O-])=C(N)Oc2c1c(=O)oc1ccccc21 (stereo not given) | 5 | -8
11 | COP(=S)(OC)Oc1ccc(Sc2ccc(OP(=S)(OC)OC)cc2)cc1 | 6 | -1
12 | Cc1ccc(C2N3CCCN23)cc1 (stereo not given) | 6 | -7

Profiles from above. Values in the order: TAG inh | TAG inh DAPI viability
COc1ccc(NC(=O)CN(C)C(=O)CSC(c2ccccc2)c2ccccc2)cc1 across the screens: -9 | -8
OC(CCNCCc1c[nH]c2ccccc12)C(F)(F)F (stereo not given) across the screens: -5 | 9

Compounds from the list above that have sulfur, in the order listed:
No. | structure | TAG inh | TAG inh DAPI viability
2 | COc1ccc(/C=C/C=C2C(=O)NC(=S)NC2=O)cc1 | -7 | 2
3 | COc1ccc(NC(=O)CN(C)C(=O)CSC(c2ccccc2)c2ccccc2)cc1 | -9 | -8
11 | COP(=S)(OC)Oc1ccc(Sc2ccc(OP(=S)(OC)OC)cc2)cc1 | 6 | -1

New compounds follow
No. | structure | TAG inh | TAG inh DAPI viability
13 | CC12CC1(C)C(=O)N(c1cc(Cl)cc(Cl)c1)C2=O (stereo not given) | -9 | 3
14 | CC1CCN(C(=O)C(C)Cl)CC1 (stereo not given) | -13 | 0
15 | C[N+]1(C)C2CCC1CC(OC(=O)c1c[nH]c3ccccc13)C2 (stereo not given) | 12 | -5
16 | CN1CC[C@@]23CCCC[C@@H]2[C@@H]1Cc1ccc(O)cc13 | 13 | -12
17 | COc1ccc(C2C(C#N)=C(N)Oc3c2c(=O)oc2ccccc32)cc1Cn1cc([N+](=O)[O-])cn1 (stereo not given) | -1 | 14
18 | CCCCOCCCN1C(C)=CC(=C2C(=O)NC(=S)NC2=O)C=C1C | 6 | 5
19 | Nc1ncnc2c1ncn2[C@@H]1O[C@H](COP(=O)(O)CP(=O)(O)O)[C@@H](O)[C@H]1O | -8 | 2
20 | CN(C)c1ccccc1 | 1 | 5
21 | CCOC(=O)[C@]12Cc3cc(OC)c(OC)cc3[C@H]1N(Cc1ccccc1)C(=O)c1ccccc12 | -6 | -3
22 | CCCNS(=O)(=O)c1ccc(OCC(=O)N2CCN(Cc3ccc4c(c3)OCO4)CC2)cc1 | 3 | 7
23 | CNCC(O)c1cc(F)c(OCc2ccccc2)c(OCc2ccccc2)c1F (stereo not given) | -2 | 14
24 | C=CCCC1(C2=CCCCC2)C(=O)NC(=O)NC1=O | -1 | 2
25 | O=C1NC(=O)N(Cc2ccco2)C(=O)/C1=C/C=C/c1ccco1 | 11 | -12
26 | COc1ccc(Br)cc1CN1CCN(C(=O)Cc2ccccc2)CC1 | 1 | 0
27 | CN(C)CP(=O)(Nc1ccccc1)N(C)C (stereo not given) | -9 | 10
28 | CC(Cc1ccccc1)NCC(=O)Nc1cc(N(C)C)nc2ccccc12 (stereo not given) | 1 | -1
29 | O=C(c1ccc(Cl)cc1)C1CCCN(Cc2ccc3ncccc3c2)C1 (stereo not given) | -5 | 5
30 | CN1C(=O)NC(=O)/C(=C\c2ccc([N+](=O)[O-])o2)C1=O | -18 | -1
31 | O=C(Cn1c(=O)n(CC2CS2)c2ccccc21)N1CCCCC1 (stereo not given) | 21 | -7
32 | CC(C)c1ccccc1OCC(=O)N1CCCN(C)CC1 | -17 | 1
33 | COCc1ccc(CN2CCCC(C(=O)c3sccc3C)C2)o1 (stereo not given) | -20 | 2
34 | CN1CCN(C(=O)COc2ccc(S(=O)(=O)Nc3ccc(Cl)cc3)cc2)CC1 | 2 | -3
35 | CCNc1nc(NC(C)(C)C)nc(SC)n1 | -14 | 0
36 | Cc1cc(NC(=O)COC(=O)c2c(C)nn(Cc3ccccc3)c2Cl)no1 | -4 | 4
37 | CC(=O)OCC12CC(OC(=O)CC(C)C)C(C)=CC1OC1C(O)C(OC(C)=O)C2(C)C12CO2 (stereo not given) | 104 | -68
38 | Cc1cc(/C=C2\C(=O)NC(=O)N(c3ccc(F)cc3)C2=O)c(C)n1-c1ccc(C(=O)O)cc1 | 5 | 7
39 | O=C(CSC1c2ccccc2-c2ccccc21)N/N=C/c1ccccc1C(=O)O | -30 | 9
40 | c1ccc2c(CN3CCN(C4CCCCC4)CC3)c[nH]c2c1 | 2 | 12
41 | C=C[C@H]1CN2CC[C@H]1C[C@H]2[C@H](O)c1ccnc2ccccc12 | -16 | 5
42 | CN1C(=O)CC(c2ccccc2)Nc2ccccc21 (stereo not given) | 16 | 4
43 | O=c1ccc2cc(OC3O[C@H](CO)[C@@H](O)[C@H](O)[C@H]3O)c(O)cc2o1 (stereo not given in full) | 1 | 22
44 | CCOP(=O)(C#Cc1ccccc1)C(O)c1ccc(Br)cc1 (stereo not given) | -5 | -5
45 | OC1CCCCC1N1CCC(c2ccccc2)CC1 (stereo not given) | 5 | 12
46 | COC(=O)C1=C(c2ccc(OC)c(OC)c2)C[C@@H]2CC[C@H]1N2C(=O)NCCOc1ccccc1Cl | 25 | 6
47 | COC(=O)C1=C(c2ccc(C(C)=O)cc2)C[C@@H]2CC[C@H]1N2C(=O)N1CCC(C)CC1 | -25 | 7
48 | COc1ccc(C=O)cc1O | -13 | 5

Entries by screen from above:
TAG inh, nos. 16–25 → 13, -1, 6, -8, 1, -6, 3, -2, -1, 11

Going on with the list:
No. | structure | TAG inh | TAG inh DAPI viability
49 | C[C@]12CCC3C(CC[C@H]4[C@@H](O)[C@H](O)CC[C@]34C)C1CCC2=O (stereo not given in full) | -6 | 9
50 | O=C1NC(=O)[C@]2(Cc3ccccc3N3CCN(c4ccccc4)CC32)C(=O)N1Cc1ccccc1 (stereo not given in full) | -14 | -5
51 | COc1cccc(C2CCN(C)C2)c1 (stereo not given) | -2 | -3
52 | Cc1ccccc1-n1c(O)c(/C=C2/C(c3ccccc3)=Nc3ccccc32)c(=O)[nH]c1=O | 29 | -26
53 | COC(=O)C(O)(c1c[nH]c2ccccc12)C(F)(F)F (stereo not given) | -9 | 5
54 | COc1ccccc1OCCCn1cc(C(=O)c2ccco2)c2ccccc21 | -6 | 4
55 | O=C(NCC1=C(c2cccc3ccccc23)C[C@@H]2CC[C@H]1N2Cc1ccco1)c1ccc([N+](=O)[O-])cc1 | 15 | 22
56 | O=c1[nH]c(=O)n(-c2cccc3ccccc23)c(O)c1C=NCc1ccc2c(c1)OCO2 | -13 | 11
57 | Cn1c(=O)cc(SCC(=O)N2CCC3(CC2)OCCO3)c2ccc(Cl)cc21 | 20 | -2
58 | CN(C)CCSC1c2ccccc2CSc2ccccc21 (stereo not given) | -2 | 5
59 | O=C(O)C(O)(c1ccccc1)C1CCCC1 (stereo not given) | -10 | -2
60 | CC(Cc1ccccc1)[n+]1cc(/N=C(\N)[O-])on1 (stereo not given) | 10 | -8
61 | CC1(CCO)C(=O)NC(=S)NC1=O | -4 | -1
62 | CC(=O)NCC1=C(c2cccc3ccccc23)C[C@@H]2CC[C@H]1N2Cc1ccco1 | -11 | 18
63 | c1ccc(CNC2CN3CCC2CC3)cc1 (stereo not given) | -3 | -1
64 | O=C(O)CC[N+](=O)[O-] | -1 | 10
65 | O=S(=O)(c1ccc(F)cc1)N1CCCCC1c1cccnc1 (stereo not given) | 9 | 1
66 | CC1=C2C(=O)C3C(CC=C4CC(OC5OC(O)C(O)C(O)C5CO)CCC43C)C2CCC12OC1CC(C)CNC1C2C (stereo not given) | 5 | -3
67 | COC(=O)C1=C(c2ccc(OC(F)(F)F)cc2)C[C@@H]2CC[C@H]1N2C(=O)N1CCCC1 | -26 | 17
68 | Cc1cccn2c(=O)c3c(nc12)N1CCCCC1C1(C3)C(=O)N(C)C(=O)N(C)C1=O (stereo not given) | -9 | 2

From no. 59 up to 65, copied from above:
No. | structure | TAG inh | TAG inh DAPI viability
59 | O=C(O)C(O)(c1ccccc1)C1CCCC1 (stereo not given) | -10 | -2
60 | CC(Cc1ccccc1)[n+]1cc(/N=C(\N)[O-])on1 (stereo not given) | 10 | -8
61 | CC1(CCO)C(=O)NC(=S)NC1=O | -4 | -1
62 | CC(=O)NCC1=C(c2cccc3ccccc23)C[C@@H]2CC[C@H]1N2Cc1ccco1 | -11 | 18
63 | c1ccc(CNC2CN3CCC2CC3)cc1 (stereo not given) | -3 | -1
64 | O=C(O)CC[N+](=O)[O-] | -1 | 10
65 | O=S(=O)(c1ccc(F)cc1)N1CCCCC1c1cccnc1 (stereo not given) | 9 | 1

Assay outcomes (PubChem)
